Assay outcomes as filed in PubChem BioAssay.
MrgX1 agonist: agonists of human MrgX1 receptor, primary screen, HEK293 cells, Fluo-4 calcium flux; Mas-related G-protein coupled receptor member X1 (Homo sapiens), Q96LB2; Fluo-4 calcium fluorescence, agonist mode; active compounds read high; 310,000 compounds, 0.44% hits; B-score at 10 µM;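 active = calcium response B-score plate-corrected fluorescence ratio at least 3 library SD, with starting fluorescence B-score inside 5 SD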
Target sequence (Q96LB2 whole entry, looked up): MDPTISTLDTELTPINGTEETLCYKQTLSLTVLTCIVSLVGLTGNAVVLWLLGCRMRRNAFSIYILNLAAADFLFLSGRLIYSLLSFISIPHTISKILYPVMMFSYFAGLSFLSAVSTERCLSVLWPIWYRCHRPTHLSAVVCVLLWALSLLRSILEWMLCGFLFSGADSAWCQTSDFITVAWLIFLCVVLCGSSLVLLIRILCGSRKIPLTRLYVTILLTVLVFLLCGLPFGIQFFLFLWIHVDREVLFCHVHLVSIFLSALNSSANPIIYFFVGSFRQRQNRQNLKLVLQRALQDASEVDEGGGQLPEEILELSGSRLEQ
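Test system: Stable human MrgX1 HEK293 cell line | Schedule: Overnight plating before 1 h dye loading | Read-out basis: Baseline-normalised fluorescence change ratio, B-scored | Detection: Kinetic calcium dye fluorescence, Fluo-4 NW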
SKKanGAS inh: S. pyogenes SKKanGAS growth inhibitors in kanamycin, primary screen, streptokinase expression inhibitor project, SKKanGAS strain, BacTiter-Glo luminescence; 6 h; AID 1662, 2009; inhibition, % at 7.5 µM; 300,000 compounds, 1.3% hits;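 active = mean replicate score, as percent of positive control median, at least 50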;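 note: strain carries kanamycin resistance gene driven by streptokinase promoter and grows in 40 µg/ml kanamycin; loss of luminescence reflects streptokinase promoter inhibition or plain growth inhibition; 0% = median of DMSO wells and 100% = positive control at its reference dose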
ANO1 block: TMEM16A chloride channel inhibitors, primary screen, cell-based, HTS; HEK293 TMEM16A/YFP iodide influx fluorescence, ionomycin; 310,000 compounds, 1.2% hits; normalized B-score (activity score, 25-100; higher = stronger inhibition) at 10 µM;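 active = ratio plate-corrected score three or more library SD toward inhibition, starting fluorescence score within five deviations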;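 note: score derived from kinetic fluorescence span divided by baseline fluorescence per well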
MrgX1 antagonist: antagonists of human MrgX1 receptor, primary screen, HEK293 cells, Fluo-4 calcium flux | Mas-related G-protein coupled receptor member X1 (Homo sapiens), Q96LB2 | BAM8-22 antagonism; active compounds read low | B-score at 10 µM | 310,000 compounds, 1.3% hits | AID 588676, 2011;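 active = calcium-response B-score plate-corrected more than 3 library SD below zero, starting fluorescence within 5 deviations, no agonist response on first addition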;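 note: peak minus trough fluorescence over baseline after final BAM8-22 challenge near maximal dose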
RGS4 pot: RGS4 potentiators or activators, primary screen, cell-based, HEK293 M3R inducible RGS4, calcium flux; 310,000 compounds, 0.92% hits; AID 463111, 2010; carbachol calcium flux Fluo4; active compounds read low; B-score at 10 µM;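 active = B-score of the integrated calcium signal more than 4 SD below the library mean, with starting fluorescence not abnormally high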;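 note: negative B-score means reduced calcium response which marks RGS4 activation or potentiation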
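Assay system: Inducible-RGS4 HEK293 cells carrying M3 receptor | Schedule: Compound preincubation 20 min at room temperature before agonist | Signal: Kinetic calcium fluorescence imaging with Fluo4-AM dye, 2 µM | Read-out basis: B score from integrated fluorescence ratio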
ANO1 activ: TMEM16A chloride channel activators or potentiators, primary screen, cell-based, HTS. HEK293 TMEM16A/YFP-H148Q/I152L, iodide quench fluorescence; active compounds read low. B-score at 10 µM. 340,000 compounds, 0.3% hits. AID 623877, 2012;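 active = fluorescence-ratio B-score plate-corrected deviation score at least 3 library SD below zero, with starting fluorescence score within 5 deviations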;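 note: channel opened by trigger with iodide after compound preincubation; score built on the fluorescence ratio of max minus min over baseline; more negative score means more quench and so TMEM16A activation or potentiation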
TRPC6 act: mouse TRPC6 channel activators, primary screen, cell-based, HEK293, membrane potential dye; B-score at 10 µM; HEK293-TRPC6 membrane potential dye fluorescence; active compounds read high; 310,000 compounds, 0.13% hits; AID 2550, 2010;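 active = B-score of the integrated fluorescence ratio above library mean plus 3 SD, and starting fluorescence ratio within library mean plus 5 SD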;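 note: higher score means more depolarization so channel activation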
RGS4 block: RGS4 inhibitors, primary screen, cell-based, HEK293 M3R inducible RGS4, calcium flux; Fluo-4 calcium flux; active compounds read high; triggered by carbachol at its EC20; B-score at 10 µM; 310,000 compounds, 0.45% hits; AID 463165, 2010;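 active = B-score, a plate-corrected calcium signal, over three deviations above library mean, with baseline fluorescence within five deviations of library mean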;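 note: RGS4 expression induced by doxycycline in cells with stable M3 receptor; B-score is computed from the integrated fluorescence ratio over baseline after carbachol; higher B-score means a larger calcium signal and so more RGS4 inhibition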
Target sequence (P49798 whole entry, looked up): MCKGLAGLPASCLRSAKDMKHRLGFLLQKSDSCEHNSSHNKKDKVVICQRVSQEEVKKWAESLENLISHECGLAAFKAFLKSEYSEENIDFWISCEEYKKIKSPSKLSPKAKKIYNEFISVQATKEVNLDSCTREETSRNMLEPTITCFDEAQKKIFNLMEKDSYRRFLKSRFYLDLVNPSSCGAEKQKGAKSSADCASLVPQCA
MrgX1 PAM: positive allosteric modulators of MrgX1, primary screen, HEK293 cells, Fluo-4 calcium flux; FDSS; active compounds read high; B-score at 10 µM; 310,000 compounds, 0.63% hits; AID 588675, 2011;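 active = plate-corrected calcium response at least 3 library SD above typical, normal starting fluorescence, not activating the receptor alone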;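 note: compound read alongside a low EC10 to EC30 dose of BAM8-22 agonist; peak minus trough fluorescence over baseline measured at the second addition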
HDAC3 inhib: HDAC3 deacetylase inhibitors, primary screen, biochemical, fluorescence, cell-free homogeneous. 320,000 compounds, 0.15% hits. Histone deacetylase 3 (Homo sapiens), O15379. inhibition, % at 8.3 µM. recombinant HDAC3, fluorogenic peptide/trypsin coupled; in the data active = inhibition above about 26%, passing the limit was not always enough
Target sequence (O15379 whole entry, looked up): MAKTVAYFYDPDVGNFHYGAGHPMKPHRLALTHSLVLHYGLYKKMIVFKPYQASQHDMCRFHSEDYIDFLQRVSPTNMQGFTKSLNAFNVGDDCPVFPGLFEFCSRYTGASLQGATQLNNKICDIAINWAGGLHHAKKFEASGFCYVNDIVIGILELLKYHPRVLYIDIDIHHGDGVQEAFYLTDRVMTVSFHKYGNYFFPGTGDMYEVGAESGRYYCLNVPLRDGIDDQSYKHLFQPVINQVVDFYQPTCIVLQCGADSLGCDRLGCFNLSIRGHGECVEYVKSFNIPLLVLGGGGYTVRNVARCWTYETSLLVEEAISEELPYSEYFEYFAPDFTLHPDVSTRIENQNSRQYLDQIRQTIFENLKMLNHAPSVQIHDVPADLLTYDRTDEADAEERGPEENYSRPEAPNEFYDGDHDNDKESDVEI
TRPC6 inh: mouse TRPC6 channel inhibitors, primary screen, cell-based, HEK293, membrane potential dye | Short transient receptor potential channel 6 (Mus musculus), Q61143 | ACh-evoked depolarization; active compounds read low | B-score at 10 µM | 310,000 compounds, 1.1% hits;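 active = B-score under library mean minus 3 SD, initial fluorescence not abnormally high, positive integrated signal ratio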;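 note: B-score derived from integrated fluorescence ratio over the kinetic read; more negative B-score means stronger inhibition of depolarization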
* marks the source's active call; other numbers are inactive results; i = inactive; · = no result given.

Below each SMILES: MrgX1 agonist	SKKanGAS inh	ANO1 block	MrgX1 antagonist	RGS4 pot	ANO1 activ	TRPC6 act	RGS4 block	MrgX1 PAM	HDAC3 inhib	TRPC6 inh
> O=C1c2nc3cc(-c4ccco4)[nH]n3c(=O)c2CN1Cc1ccccc1
    i	18	i	i	i	i	i	i	i	-137	i
> O=C(Cn1nc(-c2ccccc2F)ccc1=O)Nc1ccc(S(=O)(=O)N2CCCCCC2)cc1
    i	2	i	i	i	i	i	i	i	3	i
> Cc1ccc(/C=[N+](\[O-])c2ccccc2C)o1
    i	2	i	i	i	i	i	i	i	13	i
> O=C(NCc1cccs1)C1CCN(S(=O)(=O)c2cccs2)CC1
    i	3	i	i	i	i	i	i	i	1	i
> O=C(CN1CCN(c2ccc(F)cc2)CC1)Nc1cccnc1Cl
    i	-6	i	i	i	i	i	i	i	-7	i
> Cn1c(SCC(=O)N2CCCCC2)nc2cccnc21
    i	1	i	i	i	i	i	i	i	-2	i
> Cc1[nH][nH]c(=O)c1C(c1ccc([N+](=O)[O-])cc1)c1c(C)[nH][nH]c1=O
    i	-2	i	i	i	i	i	i	i	1	i
> COc1ccc(C(=O)Nc2nc(-c3ccccc3)c(C(C)=O)s2)c(OC)c1
    i	-28	i	i	i	i	i	i	i	0	i
> Cc1ccc(S(=O)(=O)N2CCOC2CNC(=O)C(=O)NCCN(C)C)cc1 (centres undefined)
    i	3	i	i	i	i	i	i	i	3	i
> Cn1c(Cn2c(=O)sc3ccccc32)nnc1SCC(=O)NC1CCCC1
    i	-2	i	i	i	i	i	i	i	1	i
> CC(/C=C/c1ccc(O)cc1)=N/O
    i	4	i	i	i	i	i	i	i	0	i
> COc1cc(C(=O)Nc2oc(-c3ccccc3)c(-c3ccccc3)c2C#N)cc(OC)c1OC
    i	24	i	i	i	i	i	i	i	-2	i
> O=C(COC(=O)CNC(=O)c1ccco1)Nc1ccc(Cl)cn1
    i	-4	i	i	i	i	i	i	i	10	i
> CN(C)C(CNC(=O)c1coc2ccccc2c1=O)c1ccccc1 (centres undefined)
    i	8	i	i	i	i	i	i	i	3	i
> Oc1cccc(NC(=S)N=Nc2c(O)[nH]c3ccc(Br)cc23)c1
    i	89*	i	i	i	i	i	i	i	-9	i
> Cc1ccc(C)c(NC(=O)/C(C#N)=C/c2ccc[nH]2)c1
    i	2	i	i	i	i	i	i	i	-3	i
> O=C(O)c1ccc2oc(=O)c(S(=O)(=O)c3ccccc3)cc2c1
    i	6	i	i	i	i	i	i	i	4	i
> Cc1cccc2cc(C(c3nnnn3C(C)(C)C)N(Cc3ccco3)CC3CCCO3)c(=O)[nH]c12 (centres undefined)
    i	7	i	i	i	i	i	i	i	0	i
> CC(=O)N(Cc1ccc(Cl)cc1)c1cnccn1
    i	-1	i	i	i	i	i	i	i	0	i
> CC[C@@]12C(=O)N(c3ccc(OC)cc3)C(=O)N1[C@H](c1ccc(Cl)cc1)[C@@H]1C(=O)N(C3CCCCC3)C(=O)[C@@H]12
    i	2	i	i	i	i	i	i	i	14	i

By substructure, those above containing a cyano group
Below each SMILES: MrgX1 agonist	SKKanGAS inh	ANO1 block	MrgX1 antagonist	RGS4 pot	ANO1 activ	TRPC6 act	RGS4 block	MrgX1 PAM	HDAC3 inhib	TRPC6 inh
> COc1cc(C(=O)Nc2oc(-c3ccccc3)c(-c3ccccc3)c2C#N)cc(OC)c1OC
    i	24	i	i	i	i	i	i	i	-2	i
> Cc1ccc(C)c(NC(=O)/C(C#N)=C/c2ccc[nH]2)c1
    i	2	i	i	i	i	i	i	i	-3	i

Continued:
Below each SMILES: MrgX1 agonist	SKKanGAS inh	ANO1 block	MrgX1 antagonist	RGS4 pot	ANO1 activ	TRPC6 act	RGS4 block	MrgX1 PAM	HDAC3 inhib	TRPC6 inh
> COc1ccc(/C=N/NC(=O)c2ccc(CSc3nc(C)cc(C)n3)cc2)c(OC)c1OC
    i	9	i	i	i	i	i	i	i	8	i
> CC(C)OCCCn1c(SCC(=O)N2CCCC2=O)nc2ccccc2c1=O
    i	-6	i	i	i	i	i	i	i	15	i
> Cc1cc(=O)[nH]c(SCC(=O)N2c3ccccc3CC2C)n1 (centres undefined)
    i	2	i	i	i	i	i	i	i	1	i
> O=C1NC(c2ccccc2)CCO1 (centres undefined)
    i	0	i	i	i	i	i	i	i	1	i
> NNC(=O)c1cc2ccccc2[nH]1
    i	-1	i	i	i	i	i	i	i	1	i
> O=[N+]([O-])c1cn(Cc2ccccc2)cn1
    i	-3	i	i	i	i	i	i	i	1	i
> NS(=O)(=O)c1ccc(NNC(=O)c2ccccc2C(=O)O)cc1
    i	-4	i	i	i	i	i	i	i	-2	i
> Cc1ccc(CNc2cccnc2)cc1
    i	1	i	i	i	i	i	i	i	-2	i
> COc1ccc(CCN(C)C(=O)c2cc(=O)c3ccccc3o2)cc1OC
    i	-3	i	i	i	i	i	i	i	5	i
> Cc1ccccc1OCC(=O)NCC(=O)OCc1ccc(Br)cc1
    i	-11	i	i	i	i	i	i	i	-1	i
> O=C1c2ccccc2NC(c2ccccc2)N1Cc1ccccc1 (centres undefined)
    i	2	i	i	i	i	i	i	i	-30	i
> O=C(Nc1ccccc1N1CCCCC1)c1cnccn1
    i	3	i	i	i	i	i	i	i	4	i
> COc1ccc(C(C)=O)cc1CC(=O)NCCCn1ccnc1
    i	3	i	i	i	i	i	i	i	-7	i
> CCCn1c(SCCc2ccccc2)nc2c1c(=O)[nH]c(=O)n2C
    i	4	i	i	i	i	i	i	i	5	i
> CCOc1ccc(NC(=O)CNC(=O)c2ccc(OC)c(OC)c2)cc1
    i	-4	i	i	i	i	i	i	i	2	i
> Cc1ccc(OCC(=O)NCCNC(=O)c2ccco2)cc1
    i	-6	i	i	i	i	i	i	i	2	i
> CCNC(=S)N1CCc2cc(OC)c(OC)cc2C1COc1ccc(OC)cc1 (centres undefined)
    i	-2	i	i	i	i	i	i	i	4	i
> CCCCNc1ncnc2c1cnn2-c1ccccc1
    i	-8	i	i	i	i	i	i	i	-5	i
> Cc1c(Cl)cccc1NS(=O)(=O)c1cccc2nsnc12
    i	1	i	i	i	i	i	i	i	-6	i
> CCC(=O)N=C1SC2CS(=O)(=O)CC2N1c1cccc(OC)c1 (centres undefined)
    i	1	i	i	i	i	i	i	i	2	i
> COc1cc(C)c(C)cc1S(=O)(=O)N1CCN(Cc2ccc3c(c2)OCO3)CC1
    i	-8	i	i	i	i	i	i	i	-1	i
> Cc1ccc(NC(=S)N2CCCN(Cc3ccc(F)cc3)C2)c(C)c1
    i	0	i	i	i	i	i	i	i	-5	i
> Cc1cc2nc(-c3ccc(SCC(=O)NC(C)C)nc3)[nH]c2cc1C
    i	5	i	i	i	·	i	i	i	-45	i
> CCOc1ccc(NC(=S)NC(=O)c2c(Cl)c(C)nn2C)c([N+](=O)[O-])c1
    i	0	i	i	i	i	i	i	i	·	i
> COc1ccc(CC(=O)Nc2ncc([N+](=O)[O-])s2)cc1OC
    i	5	i	i	i	i	i	i	i	6	i
> COc1ccc(C(=O)N2N=C(c3ccc(NS(C)(=O)=O)cc3)CC2c2cccs2)cc1 (centres undefined)
    i	8	i	i	i	i	i	i	i	-4	i
> CCn1ccnc1CNC(=O)c1cc(COc2ccc(F)cc2F)on1
    i	-2	i	i	i	i	i	i	i	5	i
> O=C(CCS(=O)(=O)Cc1cccc(Cl)c1)NCCc1ccccc1
    i	-6	i	i	i	i	i	i	i	-12	i
> CC(NC(=S)NC(=O)c1ccccc1Br)c1ccccc1 (centres undefined)
    i	17	i	i	i	i	i	i	i	-1	i
> O=C(O)c1ccc(COc2ccccc2Cl)cc1
    i	-4	i	i	i	i	i	i	i	0	i
> O=C(OCc1ccc(Br)cc1)c1cccc(S(=O)(=O)N2CCCC2)c1
    i	2	i	i	i	i	i	i	i	-7	i
> COC(=O)c1c(C(=O)OC)c2cc(C(=O)c3ccccc3)ccn2c1Cl
    i	7	i	i	i	i	i	i	i	-1	i
> Cc1ccc(C(=O)Cn2c(C(=O)/C=C/c3ccccc3)nc3ccccc32)cc1
    i	-2	i	i	i	i	i	i	i	-6	i
> CCOC(=O)c1sc(=S)n(-c2ccccc2)c1C
    i	0	i	i	i	i	i	i	i	-8	i
> c1ccc(-c2c3ccccc3nc3[nH]c4ccccc4c23)cc1
    i	96*	i	i	i	i	i	i	i	1	i
> O=C1c2ccccc2C(=O)N1CCc1csc(-c2cccc(Cl)c2)n1
    i	5	i	i	i	i	i	i	i	4	i
> CCN(CC)c1ccc(NC(=O)Nc2ccc(C(C)=O)cc2)cc1
    i	-5	i	i	i	i	i	i	i	-2	i
> CC1CCCCC1NC(=O)CSc1nncn1N (centres undefined)
    i	-7	i	i	i	i	i	i	i	7	i
> COc1ccc(C(C)NC(=O)C23CC4CC(CC(C4)C2)C3)cc1OC (centres undefined)
    i	1	i	i	i	i	i	i	i	2	i
> CCCC(=O)NNC(=O)Nc1ccccc1
    i	-14	i	i	i	i	i	i	i	-2	i
> Cc1cc(F)ccc1NCc1cc2c(cc1[N+](=O)[O-])OCO2
    i	9	i	i	i	i	i	i	i	0	i
> COc1ccc(C(=O)NC(=S)Nc2ccc(CN3CCOCC3)cc2)cc1
    i	-5	i	i	i	i	i	i	i	0	i
> CCOc1nc(N2CCOCC2)nc(N2CCOCC2)n1
    i	6	i	i	i	i	i	i	i	9	i
> O=C(NC(=S)Nc1ccccc1Cl)c1ccco1
    i	-9	i	i	i	i	i	i	i	-1	i
> O=C(CN1C2CCCC1CC(NC(=O)c1ccco1)C2)Nc1ccccc1C(F)(F)F (centres undefined)
    i	1	i	i	i	i	i	i	i	11	i
> COc1c(C)cc(C(=O)C2CCCN(C(=O)c3cc(C)nc(C)n3)C2)cc1C (centres undefined)
    i	2	i	i	i	i	i	i	i	2	i
